PTAP-TSG101 blk – TSG101-PTAP interaction inhibition, HIV-1 budding; 44,000 tested, under 10 active; Fluorescence polarization, FITC-PTAP peptide/Tsg101, 20 min; Potency, µM (titrated, usually from 115 µM), without a hit: at the highest dose activity change, negative = inhibition, hits mostly inhibitors; AID 1347069; further: potency means the concentration at half of the fitted maximal effect; 0% is about no effect
Target sequence (Q99816 whole entry, looked up): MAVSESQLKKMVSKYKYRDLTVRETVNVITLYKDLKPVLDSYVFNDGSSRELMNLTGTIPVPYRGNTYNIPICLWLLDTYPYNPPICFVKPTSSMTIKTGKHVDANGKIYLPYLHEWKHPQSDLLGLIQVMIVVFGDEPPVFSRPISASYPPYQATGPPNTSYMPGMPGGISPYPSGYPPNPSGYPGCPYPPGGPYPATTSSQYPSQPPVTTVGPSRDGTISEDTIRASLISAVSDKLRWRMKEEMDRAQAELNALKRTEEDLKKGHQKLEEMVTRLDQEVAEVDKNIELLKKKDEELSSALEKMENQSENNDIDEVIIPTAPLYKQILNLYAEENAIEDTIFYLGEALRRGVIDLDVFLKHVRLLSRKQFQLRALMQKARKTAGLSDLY
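qHTS FP binding, 20 min r.t.: 10 uM Tsg101 domain + 50 nM FITC-PTAP peptide, pH 7.5 HEPES buffer with TCEP and EDTA.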
p53null 32C tox – p53 null cell cytotoxicity, permissive temperature | H1299-neo p53 null cells, ATP luminescence, 24 h, 32C | Potency, µM (doses to about 46.1 µM), without a hit: at the highest dose activity change, negative = cytotoxicity, hits mostly cytotoxic | actives 0.62% (n = 55,000);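 further: potency means the concentration at half of the fitted maximal effect; 0% = DMSO only and -100% = full killing by 100 µM tamoxifen; nearly all actives have a fitted effect of over 55% in size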
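Luminescent ATP readout gave cell viability of p53-null H1299-neo cells after a 24 h compound exposure at the permissive 32C. Titrations ran up to 46 uM, and AC50s were fitted with the standard Hill equation.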
FH mod – Identification of activators of human fumarate hydratase by quantitative high-throughput screening. actives 0.22% (n = 54,000). Potency, µM (top dose mostly 79.9 µM), without a hit: at the top dose activity change, negative = inhibition, most hits filed as inhibitors. FH coupled MDH/diaphorase resazurin fluorescence, 15 min; further: potency means the concentration at half of the fitted maximal effect; on the % scale 0 is the no-effect control and ±100 the full control effect; the screen sought activators but most active calls are inhibition curves; nearly all actives have a fitted effect of over 45% in size
GALK inhibitor – GALK (human) enzyme inhibition | Potency, µM (series often up to 57.5 µM), inactives show at the top dose activity, negative = inhibition, hits mostly inhibitors | 44,000 tested, under 10 active | recombinant GALK, Kinase-Glo ATP luminescence, 1 h | P51570;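 further: plate controls were full GALK reaction for no effect and reaction lacking GALK for full effect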
Target sequence (P51570 whole entry, looked up): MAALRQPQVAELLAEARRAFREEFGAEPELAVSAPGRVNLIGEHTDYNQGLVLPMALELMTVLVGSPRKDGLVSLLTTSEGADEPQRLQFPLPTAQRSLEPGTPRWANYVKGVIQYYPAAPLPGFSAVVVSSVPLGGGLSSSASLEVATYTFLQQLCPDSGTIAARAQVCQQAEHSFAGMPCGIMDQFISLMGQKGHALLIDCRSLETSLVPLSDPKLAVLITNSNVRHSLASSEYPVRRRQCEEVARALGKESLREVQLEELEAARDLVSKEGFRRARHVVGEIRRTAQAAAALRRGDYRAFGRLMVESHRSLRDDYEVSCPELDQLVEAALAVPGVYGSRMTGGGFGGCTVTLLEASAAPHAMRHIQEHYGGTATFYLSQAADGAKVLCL
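Luminescent ATP-depletion readout (Kinase-Glo Plus, 10 min) after 1 h RT reaction of 5 nM GALK, 35 uM ATP, 100 uM galactose, pH 8.0 HEPES buffer. Decreased kinase activity scored as inhibition.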
NTMT1 inhibitor – NTMT1 methyltransferase inhibition; actives 2.5% (n = 59,000); Q9BV86; NTMT1 MTase-Glo SAH luminescence, purified enzyme; Potency, µM (series often up to 114 µM), inactives show at the top dose activity change, negative = inhibition, most hits filed as inhibitors; AID 1645870;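 further: potency means the concentration at half of the fitted maximal effect; plate controls were DMSO vehicle for no effect and no enzyme for full effect; nearly all actives have a fitted effect of over 65% in size; many of its hits are not listed in these tables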
Target sequence (Q9BV86 whole entry, looked up): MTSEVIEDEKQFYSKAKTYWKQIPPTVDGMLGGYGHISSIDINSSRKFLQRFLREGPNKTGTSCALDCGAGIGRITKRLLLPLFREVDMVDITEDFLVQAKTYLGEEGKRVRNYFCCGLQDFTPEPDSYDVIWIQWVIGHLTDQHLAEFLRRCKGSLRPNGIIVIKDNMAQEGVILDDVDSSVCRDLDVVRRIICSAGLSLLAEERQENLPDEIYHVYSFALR
p53null 39C tox – selectivity test: cytotoxicity in p53 null cells, nonpermissive temperature; H1299 p53-null (neo) cells, 39C, ATPlite viability, 24 h; Potency, µM (highest dose often 46.1 µM), inactives show top-dose activity, negative = cell killing, most hits filed as cytotoxic; actives 0.97% (n = 55,000);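 further: potency means the concentration at half of the fitted maximal effect; 0% = DMSO only and -100% = full killing by 100 µM tamoxifen; nearly all actives have a fitted effect of over 50% in size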
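Temperature-shift cytotoxicity format: compound titrations on p53-null or A138V-expressing H1299 cells held 24 hr at 39C, cell ATP then measured, AC50 from Hill model.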
B2AR arrestin ag – ADRB2 beta-arrestin recruitment. HTLA Tango cells, beta-arrestin recruitment, luciferase luminescence, 18 h. Potency, µM (highest dose often 46.1 µM), inactives show at the top dose activation, actives largely listed as activators. 44,000 tested, under 10 active. AID 1347077;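 further: potency means the concentration at half of the fitted maximal effect; 0% = DMSO and full agonism = EC100 isoproterenol or metaproterenol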
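Luminescence read-out: arrestin recruitment to recombinant beta2-AR releases tTA, inducing luciferase. Cells exposed 18 hr at 37 degrees C to up to 46 microM compound; %Activity from corrected signal, concentration-response curves classified by r2, magnitude and efficacy.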
Active calls of the source: *; ? = inconclusive; nt = not tested or not shown; & = joins results of further samples; [ ] = dose if it differs, or a comment. The call rests on the fitted dose curve; in most records, active means well fitted curve in the direction sought with a large enough effect; inconclusive means small, poorly fitted or top-dose-only effect, or another doubt; inactive means no such curve, though single readings can be large; an effect the other way counts as inactive or inconclusive. Some of the compounds tested (hit frequency here may not be typical).

Results follow in this order: PTAP-TSG101 blk	p53null 32C tox	FH mod	GALK inhibitor	NTMT1 inhibitor	p53null 39C tox	B2AR arrestin ag
> Cc1ccc(-c2noc(CNC(=O)COc3cc(C)c(Br)c(C)c3)n2)cc1
→ -8.3%	-1.2%	-4.7%	8.0%	-2.5%	12.4%	0.7%
> CCc1ccc(C2CC(=O)c3c([nH]c(C(=O)OCC4CCCCC4)c3C)C2)cc1 (configuration not stated)
→ 1.6%	2.4%	1.8%	3.2%	10.7%	6.9%	0.2%
> Cc1ccc(NC(=O)Cn2c(=O)ccc3cc(S(=O)(=O)N4CCC(C)CC4)ccc32)c(C)c1
→ -2.6%	20.5%	6.9%	0.5%	12.4%	43.3%[activator]	-0.4%
> COc1ccc(Cl)cc1NC(=O)c1cn(C2CCCCC2)c(=O)c2c1c1ccccc1n2C
→ 1.6%	0.0%	-6.8%	3.4%	-3.6%	-9.9%	0.9%
> Cc1cccn2c(=O)cc(COc3ccc(NC(=O)c4cccc(F)c4)cc3)nc12
→ -1.8%	0.3%	3.1%	1.3%	-8.8%	-6.6%	0.2%
> CC(=O)Nc1ccccc1-c1nc2ccccc2n(CC(=O)c2ccc(C)c(C)c2)c1=O
→ 2.6%	-7.3%	-0.8%	4.0%	8.9%	-16.1%	1.1%
> O=C(c1ccc2c(c1)N(Cc1ccc(F)cc1)CCS2)N1CCN(c2ccccc2)CC1
→ 2.5%	22.8%	-11.9%	-1.6%	4.2%	22.5%	-2.1%
> CCOC(=O)c1c(C)[nH]c(C)c1S(=O)(=O)NCC(=O)N(C)c1ccc(C)c(C)c1
→ 1.0%	-0.7%	-7.5%	-0.4%	8.9%	-8.5%	0.0%
> Cc1ccc(CN(C(=O)COc2cccc([N+](=O)[O-])c2)c2ccccn2)cc1
→ -3.4%	-11.9%	-10.7%	-7.3%	16.7%	-11.3%	-0.6%
> COc1ccc(C(CC(=O)Nc2cc(Cl)c(OC)cc2OC)N2Cc3ccccc3C2=O)cc1 (configuration not stated)
→ 1.1%	5.6%	nt	-0.5%	nt	25.8%	1.0%
> Cc1ccc(OCC(=O)Nc2sc3c(c2C(N)=O)CCCC3)c(C(C)(C)C)c1
→ 0.9%	-5.1%	-0.5%	-0.1%	-15.8%	-20.8%	-0.2%
> Cc1cc(C)c(NC(=O)C2CCCN(C(=O)c3cnn(-c4ccccc4)c3-n3cccc3)C2)c(C)c1 (configuration not stated)
→ -6.1%	14.9%	-10.5%	7.2%	-1.4%	-0.4%	-1.9%
> COCC(=O)Nc1cccc(-c2nc3cccnc3s2)c1
→ 3.3%	-4.7%	-2.5%	0.3%	-6.3%	9.3%	-2.9%
> CCOC(=O)c1[nH]c2ccccc2c1NC(=O)c1ccc(C)c(C)c1
→ -2.5%	-4.2%	-12.2%	4.1%	-11.9%	-8.6%	-0.1%
> CCC(=O)N1CCc2cc(Br)cc(S(=O)(=O)N3CCC(C(=O)NCCCOC(C)C)CC3)c21
→ 3.1%	3.9%	-8.4%	6.1%	-1.1%	-3.5%	-1.8%
> CCOc1ccc(S(=O)(=O)NCC(c2ccc(N(C)C)cc2)N2CCCC2)cc1 (configuration not stated)
→ 1.5%	2.0%	-9.1%	1.4%	?	1.9%	0.9%
> CCOC(=O)C1CCN(C(=O)C2CCN(c3nnc(C)c4c(C)n(-c5ccccc5)nc34)CC2)CC1
→ 3.2%	19.5%	0.9%	5.4%	?	-3.8%	1.0%
> Cc1ccc(OCC(=O)NCC(=O)OCc2cc(=O)n3nc(CC(C)C)sc3n2)cc1
→ 2.9%	5.8%	?	-1.6%	-2.0%	-1.5%	0.3%
> C=CCc1ccccc1OCCn1c(C2CC(=O)N(Cc3ccc(F)cc3)C2)nc2ccccc21 (configuration not stated)
→ -0.9%	-0.7%	?	2.1%	?	-12.9%	-0.6%
> Cn1c(=O)c2c(ncn2Cc2ccc(Cl)cc2)n(C)c1=O
→ -4.4%	-2.3%	-12.1%	3.3%	-10.1%	-11.9%	-0.7%
> COc1cc(C(=O)NCC(c2ccco2)S(=O)(=O)c2cccs2)cc(OC)c1OC (configuration not stated)
→ -5.4%	7.2%	-29.7%	-4.6%	10.3%	7.8%	-1.5%
> CCCN(C(=O)c1nn(-c2ccc(OC)c(Cl)c2)c(=O)c2c1c1ccccc1n2C)c1ccccc1F
→ -3.0%	-0.5%	-16.5%	0.0%	8.0%	1.6%	-1.5%
> CC(C)COc1ccc(C(=O)Nc2ccc(S(=O)(=O)Nc3ncccn3)cc2)cc1
→ -19.6%	-7.7%	-23.1%	2.4%	-2.9%	4.0%	-2.3%
> COc1ccc(-c2cc(C(F)(F)F)n3nc(C(=O)NCC45CC6CC(CC(C6)C4)C5)cc3n2)cc1
→ -10.9%	?	2.4%	0.2%	13.5%	?	0.1%
> O=C(Nc1cc(C(F)(F)F)ccc1Cl)c1cc2nc(-c3ccc4c(c3)OCO4)cc(C(F)(F)F)n2n1
→ -0.1%	nt	-2.5%	5.4%	-7.4%	nt	-1.5%
> COc1cccc(N(Cc2nnc3n2CCCCC3)C(=O)Nc2cccc(Cl)c2)c1
→ -2.3%	1.4%	6.7%	-0.5%	5.1%	-6.5%	1.1%
> Cc1cccc(-c2nc(SCCCOc3ccc(Cl)c(C)c3)n3[nH]c(=O)cc3n2)c1
→ -3.7%	1.4%	-19.5%	-1.7%	6.2%	8.5%	-0.2%
> Cc1ccc(OCCSc2nc3ccccc3n2CC(=O)N2CCOCC2)cc1C
→ -0.3%	-4.2%	-8.8%	-10.4%	?	6.0%	-3.1%
> CC(=O)Nc1nonc1-c1nnc(SCC(=O)Nc2cc(C)cc(C)c2)n1C
→ 4.1%	-12.2%	8.5%	2.9%	-0.8%	?	-0.1%
> COc1ccc(CNc2oc(/C=C/c3cccc(OC)c3)nc2C#N)cc1
→ 0.5%	16.2%	?	-3.2%	11.4%	13.7%	-1.4%
> Oc1ccc(Cl)cc1C1=Nc2ccccc2N=C(c2cccc(Br)c2)C1
→ -2.5%	10.8%	-8.0%	-3.5%	20.2%	8.4%	0.4%
> CCN(CC)c1ccc(NC(=O)CCS(=O)(=O)c2cccc3nsnc23)c(C)c1
→ -0.4%	-6.1%	-7.7%	-2.0%	-16.7%	-5.7%	0.5%
> CCOC(=O)c1cc(S(=O)(=O)Nc2ccc(OC(F)(F)F)cc2)[nH]n1
→ -2.4%	-7.5%	-2.3%	1.0%	-0.3%	-16.8%	-0.5%
> CCc1nnc(SCC(=O)Nc2ccccc2Cl)nc1CC
→ -7.4%	-1.3%	-16.5%	-6.7%	-5.3%	3.9%	-3.2%
> CC1(C(=O)Nc2ncc(Cc3ccc(Br)cc3)s2)Cc2ccccc2C(=O)O1 (configuration not stated)
→ 7.4%	35.7%[activator]	5.9%	2.0%	13.2%	4.9%	-1.9%
> COCCNC(=O)c1ccc(Cn2c(SCC(N)=O)nc3ccccc3c2=O)cc1
→ 1.3%	-1.1%	6.5%	0.0%	6.9%	1.0%	0.2%
> COc1ccc(-c2nc3n(n2)C(c2ccccc2OC)C(C(=O)Nc2cccnc2)=C(C)N3)cc1 (configuration not stated)
→ -10.3%	3.4%	-12.5%	0.5%	-9.7%	29.6%	-1.9%
> CN1CCN(c2nc3c(S(=O)(=O)c4ccccc4)nnn3c3ccsc23)CC1
→ -3.9%	1.2%	-10.3%	3.6%	0.2%	-28.6%	-0.6%
> CCc1nn(CC(=O)NCc2ccc(OC)c(OC)c2)c(=O)c2cc3sc(C)cc3n12
→ 2.1%	-8.3%	0.0%	-10.7%	-2.5%	-2.4%	-0.1%
> Cc1ccc(S(=O)(=O)c2nc(-c3ccc(Cl)cc3)oc2N2CCCCCC2)cc1
→ 1.9%	5.9%	-33.6%	0.7%	5.4%	-3.3%	0.4%

Random excerpt: two records from the list, in no set order.
Results follow in this order: PTAP-TSG101 blk	p53null 32C tox	FH mod	GALK inhibitor	NTMT1 inhibitor	p53null 39C tox	B2AR arrestin ag
> COc1ccc(CNc2oc(/C=C/c3cccc(OC)c3)nc2C#N)cc1
→ 0.5%	16.2%	?	-3.2%	11.4%	13.7%	-1.4%
> COc1ccc(-c2nc3n(n2)C(c2ccccc2OC)C(C(=O)Nc2cccnc2)=C(C)N3)cc1 (configuration not stated)
→ -10.3%	3.4%	-12.5%	0.5%	-9.7%	29.6%	-1.9%

Continuation:
Results follow in this order: PTAP-TSG101 blk	p53null 32C tox	FH mod	GALK inhibitor	NTMT1 inhibitor	p53null 39C tox	B2AR arrestin ag
> COc1cc(C)c(S(=O)(=O)Nc2cccc(-c3ccc(N4CCCC4)nn3)c2)cc1C
→ -4.7%	11.3%	nt	1.0%	nt	15.4%	1.3%
> COCCCNC(=O)CCC(=O)NNc1nc2ccccc2c2nc(-c3ccccc3)nn12
→ 2.4%	7.4%&3.4%	-5.6%	-2.6%	-2.8%	-15.0%	0.1%
> Cc1ccc(Cc2c(C)nc3nc(SCC(=O)NCCC(C)C)nn3c2C)cc1
→ -3.4%	20.8%	-6.6%	0.0%	0.1%	19.8%	0.9%
> CC1CN(C(=O)CCC(=O)NCc2cccs2)c2cc(Cl)ccc2O1 (configuration not stated)
→ 0.6%	-1.3%	-11.0%	-12.4%	14.0%	4.5%	-1.4%
> Cc1cccc(NC(=O)C2CCC(CNS(=O)(=O)c3ccc(Br)s3)CC2)c1 (configuration not stated)
→ -2.4%	-4.9%	-14.1%	-7.6%	5.8%	-1.6%	0.9%
> CCOC(=O)c1cc2c(=O)n3ccccc3nc2n(CC2CCCO2)c1=NC(=O)c1ccc(OC)cc1OC (configuration not stated)
→ -4.6%	-0.4%	?	-2.1%	-17.8%	-2.2%	-2.1%
> O=C(CN1C(=O)c2cccnc2Oc2ccc(Cl)cc21)NCCc1ccccc1
→ -1.1%	-13.3%	2.7%	0.4%	5.3%	-9.9%	-0.5%
> COc1ccc(-c2nnn3c2nc(NCc2ccccc2)c2ccccc23)cc1
→ 1.2%	-10.8%	-0.3%	-1.6%	-7.9%	-5.3%	-2.2%
> COc1ccc(CNC(=O)Cc2c(C)c3c(O)cc(C)cc3oc2=O)cc1
→ 0.4%	1.2%	nt	9.5%	nt	-16.2%	1.8%
> CS(=O)(=O)c1ncc(N(Cc2ccco2)Cc2cccs2)c(C(=O)Nc2ccccc2F)n1
→ 8.9%	1.1%	?	0.4%	7.0%	14.0%	-3.6%
> CCOc1ccccc1C(=O)Nc1ccc(-n2nncc2-c2ccccc2)cc1
→ -2.5%	-0.5%	-8.9%	0.1%	6.3%	2.8%	1.3%
> O=C(COc1cccc(Cl)c1)N1CCC(c2nc3ccccc3o2)CC1
→ 1.7%	-3.1%	-16.6%	0.0%	-2.6%	-19.0%	-4.0%
> CN(C)c1ccc(NC(=O)CSC2=Nc3ccccc3C3=NC(CCC(=O)NCc4cccs4)C(=O)N23)cc1 (configuration not stated)
→ 0.0%	-12.7%	-5.5%	2.0%	6.9%	-16.4%	-3.0%

Screens: PubChem BioAssay, National Center for Advancing Translational Sciences (NCATS)
